Bioassay records from PubChem BioAssay.
PfM18AAP inh: blocks P. falciparum M18 aspartyl aminopeptidase. actives 1.2% (n = 290,000). inhibition, % at 7.35 µM. recombinant PfM18AAP, H-Glu-NHMec fluorogenic cleavage;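 active = inhibition above the campaign mean inhibition over all tested compounds plus 3 SD, cut at about 28% in these data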;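 note: 0% = plate median of test compound wells and 100% = 2 mM ZnCl2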
IMP-1 inhibitor: blocks Pseudomonas aeruginosa IMP-1 metallo-beta-lactamase | actives 0.45% (n = 290,000) | purified IMP-1, nitrocefin hydrolysis, epi-absorbance fluorescence | AID 1556 | inhibition, % at 5.6 µM;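 active = inhibition above the mean plus 3 SD of all compounds in the same screening run, cut at about 4.5% in these data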;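 note: 0% = IMP-1 with DMSO and 100% = DMSO wells lacking enzyme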
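System: purified IMP-1; amount: IMP-1 0.2 nM before substrate addition; compound: single dose, 5.6 µM; times: 25 °C, 15 min preincubation, 25 min reaction; signal: Epi-absorbance via hydrolysed-nitrocefin quenching of white-plate fluorescence, 480/530 nm, EDTA stop; benchmarks: DMSO with and without IMP-1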
DNA FID counter: displaces DNA intercalator in HCV helicase counter-screen; DNA fluorescent intercalator displacement, fluorescence; inhibition, % at 7.9 µM; actives 0.17% (n = 290,000); in the data active = inhibition above about 37%;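 note: 0% = vehicle and 100% = reference compound; higher means more ethidium bromide displaced from hairpin DNA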
IDE inh: inhibits human insulin-degrading enzyme in HEK cells; FAbetaB cleavage, fluorescence polarization; P14735; actives 0.41% (n = 320,000); inhibition, % at 5.59 µM;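 active = percent inhibition above the average of all tested compounds plus 3 SD, set per screening campaign, cut at about 16% in these data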;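 note: IDE supplied by intact live HEK cells; FP after avidin binding of uncleaved biotin substrate so inhibition keeps polarization high; 0% = DMSO wells and 100% = 60 µM reference IDE inhibitor Ii1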
Target sequence (P14735 whole entry, looked up): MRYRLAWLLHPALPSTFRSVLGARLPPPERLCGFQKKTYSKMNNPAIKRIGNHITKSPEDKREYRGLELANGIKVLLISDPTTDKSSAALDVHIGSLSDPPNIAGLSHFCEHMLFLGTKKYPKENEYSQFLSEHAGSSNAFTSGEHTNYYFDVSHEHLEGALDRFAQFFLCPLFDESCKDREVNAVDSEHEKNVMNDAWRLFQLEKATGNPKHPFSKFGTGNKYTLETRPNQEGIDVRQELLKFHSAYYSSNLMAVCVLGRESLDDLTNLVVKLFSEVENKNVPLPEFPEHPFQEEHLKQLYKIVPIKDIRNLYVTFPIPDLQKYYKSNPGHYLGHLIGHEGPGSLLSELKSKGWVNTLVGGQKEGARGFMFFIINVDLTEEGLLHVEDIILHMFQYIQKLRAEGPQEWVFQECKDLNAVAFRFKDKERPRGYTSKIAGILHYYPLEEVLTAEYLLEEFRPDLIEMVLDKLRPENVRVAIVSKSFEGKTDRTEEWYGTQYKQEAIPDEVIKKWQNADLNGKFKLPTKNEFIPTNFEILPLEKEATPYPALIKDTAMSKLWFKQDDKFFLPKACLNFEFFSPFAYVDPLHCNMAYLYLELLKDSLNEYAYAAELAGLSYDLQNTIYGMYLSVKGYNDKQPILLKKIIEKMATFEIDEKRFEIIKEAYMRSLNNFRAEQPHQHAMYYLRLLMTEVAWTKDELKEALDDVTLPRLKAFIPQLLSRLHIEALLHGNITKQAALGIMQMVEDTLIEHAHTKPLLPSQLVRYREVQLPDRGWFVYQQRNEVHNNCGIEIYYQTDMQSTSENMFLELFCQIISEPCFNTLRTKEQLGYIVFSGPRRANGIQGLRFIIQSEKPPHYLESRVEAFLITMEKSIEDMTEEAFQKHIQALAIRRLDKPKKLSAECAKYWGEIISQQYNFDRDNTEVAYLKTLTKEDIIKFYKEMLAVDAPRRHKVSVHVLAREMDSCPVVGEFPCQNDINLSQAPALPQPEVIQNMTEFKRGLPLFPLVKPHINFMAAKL
VIM-2 inhibitor: blocks Pseudomonas aeruginosa VIM-2 metallo-beta-lactamase. purified VIM-2, nitrocefin hydrolysis, epi-absorbance fluorescence. inhibition, % at 5.6 µM. actives 0.89% (n = 290,000). AID 1527;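 active = inhibition above the mean of all tested compounds plus 3 SD, cutoff set per screening run, cut at about 7.5% in these data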;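 note: red hydrolysis product quenches plate fluorescence so inhibitors raise well fluorescence; 0% = enzyme with DMSO and 100% = DMSO without enzyme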
pCIP destab: compounds decreasing mouse p/CIP protein stability; F442A p/CIP-EGFP cells, EGFP fluorescence, 16 h; decrease of EGFP signal, % at 10 µM; actives 0.01% (n = 290,000); AID 1984; Q05BA5;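 active = EGFP signal decrease of at least 30% at 10 µM or well 3 SD below plate mean, unless failing retest; inactive = the rest, including hits failing retest or dose response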; note: some compounds called inactive have numbers as strong as hits; many of its hits are not listed in these tables
SUMO HTRF inh: blocks human SUMOylation mediated by UBC9 | HTRF SUMOylation assay, SAE1/SAE2 + UBC9, in vitro | inhibition, % at 35 µM | actives 0.36% (n = 290,000) | AID 2006; in the data active = inhibition above about 50%, passing the limit was not always enough; note: strong numbers were not always called active
NS3 helicase inh: HCV NS3 helicase inhibition. inhibition, % at 10.9 µM. actives 0.56% (n = 290,000). NS3 helicase DNA unwinding, Cy5 molecular beacon fluorescence;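 active = inhibition above the mean of all tested compounds plus 3 SD, set per campaign, cut at about 35% in these data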;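 note: 0% = DMSO wells and 100% = thioflavine S control wells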
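System: Hepatitis C virus NS3 helicase domain fragment enzyme | Reagent: Annealed dual-labelled DNA beacon duplex, ATP-started | Compound dosing: 10.9 µM single point, 0.8% DMSO | Incubation: 1 h reaction at 25 °C, ATP-initiated | Technique: Cy5 fluorescence | Evaluation: Percent inhibition from t60/t0 fluorescence ratio | Benchmarks: Low DMSO, high thioflavine S at 110 µM | Replication: Singlicate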
IDE cell activ: IDE (human) activation, cell-based. P14735. HEK cells, FAbeta-B cleavage, fluorescence polarization; 0% vehicle, 100% cell-free pure enzyme wells. activation, % at 5.96 µM. actives 0.073% (n = 340,000). AID 493087;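 active = activation above the mean of all tested compounds plus 3 SD, set per screening campaign, cut at about 17% in these data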
Active calls of the source: *; · = no result given.

SMILES	PfM18AAP inh	IMP-1 inhibitor	DNA FID counter	IDE inh	VIM-2 inhibitor	pCIP destab	SUMO HTRF inh	NS3 helicase inh	IDE cell activ
O=S(=O)(c1ccc(OCC(O)CN2CCCC2)cc1)N1CCOCC1 (configuration not stated)	-16	-4.5	3	6	-0.4	6	16	8	0
CC(C)(C)c1ccc(-c2n[nH]c(=S)n2CC2CCCO2)cc1 (configuration not stated)	12	-2.8	-19	0	-0.1	13	0	1	-2
CCOCCOC(NC(=O)c1ccccc1)(C(F)(F)F)C(F)(F)F	2	-2.2	-3	2	-1.4	5	-5	2	-2
Cc1cccc(OCC(=O)Nc2nccs2)c1C	6	2.6	-3	3	2.2	-6	8	13	-1
COc1ccc(OC)c(C2C(C(C)=O)=C(O)C(=O)N2CCC(=O)O)c1 (configuration not stated)	1	0.9	6	-2	1.8	-7	8	-1	6
COc1ccc(CCNC(=O)CCNC(=O)c2ccccc2Cl)cc1	-3	-3.1	-8	-4	-1.6	-25	6	2	5
COc1ccc(NCc2ccc(OC)c(Cn3ccnc3)c2)c(OC)c1	13	-3.8	-2	-2	-1.6	-17	10	-20	-4
O=C1c2ccccc2CC1(Cc1ccccc1)Cc1ccccc1	-6	-3.1	-15	5	-1.4	0	-56	-12	5
CC(C)(C)N1C(=O)c2ccc(C(=O)O)cc2C1=O	-4	-0.8	3	-3	-1.6	-12	14	-13	6
Cc1cc(C(=O)OCC(=O)Nc2ccc(F)cc2)c(C)o1	2	-3.0	-4	-2	-5.3	3	-11	2	3
CC1CC(C)CN(C(=O)CCCn2c(=O)c3cccn3c3cccnc32)C1 (configuration not stated)	-3	-0.8	-29	3	2.5	-4	10	-2	4
COc1ccc(CC(=O)N2CCN(c3ccc(F)cc3)CC2)cc1	4	2.0	-9	1	0.6	-9	4	-2	4
COc1ccc(Nc2nnc(-c3ccc(O)cc3)c3ccccc23)cc1	-6	-2.3	-7	-5	-0.2	2	-6	3	0
O=C(CS(=O)(=O)c1ccc(F)cc1)N1CCOCC1	-1	-1.2	-3	0	-2.0	0	10	7	-2
CC(=O)N(c1ccccc1)C1CCCC1	-5	-3.6	1	0	-1.8	-5	5	0	3
O=C(C1CCCN(S(=O)(=O)c2cccs2)C1)N1CCC(N2CCCCC2)CC1 (configuration not stated)	-7	-1.6	-1	-1	-0.2	0	2	-9	1
C/C(=N\Nc1ccc(S(N)(=O)=O)cc1[N+](=O)[O-])c1ccccc1O	4	-3.3	6	0	-1.6	-6	7	2	4
CC(=O)N1c2ccc(S(=O)(=O)NCC3CCC(C(=O)NC4CCCCC4C)CC3)cc2CC1C (configuration not stated)	0	-2.8	-61	1	-2.4	-1	-14	0	4
COCCNC(=O)CNC(=O)c1nn(-c2ccc(OC)c(Cl)c2)c(=O)c2ccccc12	-9	-1.0	-13	3	-0.2	5	6	7	7
COc1cccc(C(=O)O/N=C(\N)Cc2ccc(Cl)cc2)c1	-2	0.3	-3	4	-2.8	-4	-1	-13	3
CC1(C)Cc2c(sc(NC(=O)C(=O)N3CCCCC3)c2C(=O)O)CO1	-2	-0.8	-17	-2	-2.1	5	0	18	3
O=C(COc1ccc2c(c1)CCC2)N1CCc2ccccc21	-6	-6.1	-17	-1	-1.4	-6	-4	-2	4
Cc1cccc(N2C(=O)CC(Sc3nnc(C)s3)C2=O)c1 (configuration not stated)	-46	0.0	-6	3	3.1	-8	17	-3	-5
CCOc1cc(C(=O)Nc2ccc(C)cc2C)ccc1OCC(=O)N1CCCCC1	-5	-3.3	-14	1	-1.0	-2	-12	-2	4
CC(NS(=O)(=O)c1ccc(Br)cc1)c1ccccc1 (configuration not stated)	-5	-7.2	-13	9	-3.2	-6	8	1	2
CCCNC(=S)NC1CCCC1	-4	-3.0	-2	-1	-1.2	-7	16	-1	7
COc1cc(OC)c(C(=O)NNC(=S)NC2CCCCC2)cc1OC	-5	-3.8	-6	4	-2.0	1	5	1	-1
Cc1nnc2n1N=C(c1ccc3c(c1)NC(=O)CO3)CS2	7	-3.2	1	5	-0.8	-1	23	7	·
O=C(Nc1ccccc1C(=O)Nc1ccccn1)c1cccc([N+](=O)[O-])c1	-10	-0.8	-4	-1	-0.9	2	13	1	5
O=S(=O)(c1cccc(-n2cnnn2)c1)N1CCOCC1	-5	-3.9	1	-2	0.5	2	0	2	3
Cc1ccc(S(=O)(=O)c2c(N)n(-c3ccccc3)c3nc4ccccc4nc23)cc1	0	-0.4	-11	2	0.0	-4	8	-2	2
CN(Cc1ccccc1)C(=O)COc1ccc(-c2nnco2)cc1	2	-2.3	-6	5	-5.3	-12	-19	1	-1
CCCc1ccc(-c2cc(C(=O)Nc3ccc([N+](=O)[O-])cn3)c3ccccc3n2)cc1	-4	-2.1	-3	4	1.1	-17	-1	-1	2
COc1cc(NC(=O)CCN2CCN(C/C=C/c3ccccc3)CC2)cc(OC)c1	-1	-3.4	12	·	-1.6	1	-5	-36	0
COCCn1nnnc1C(c1ccc(OC)c(OC)c1)N1CCc2ccccc21 (configuration not stated)	5	-2.0	-11	4	-2.0	2	11	-14	6
O=C(CCN1CCN(S(=O)(=O)c2cccc([N+](=O)[O-])c2)CC1)Nc1ccccc1F	6	-1.5	-16	-3	-2.9	-1	4	0	1
O=C(N/N=C/c1ccccc1Cl)c1nc2ccc([N+](=O)[O-])cc2c(=O)[nH]1	2	-0.8	-7	-1	-3.9	6	32	-7	-1
COc1cc(C)c2occ(/C(C)=N\O)c2c1	-10	-3.5	-2	4	-1.5	-6	20	2	0
COC(=O)c1ccc(N2CCOCC2)c(NC(=O)c2ccc(Br)o2)c1	-6	-0.8	-14	-1	-0.1	-2	21	-2	2
COc1ccc(OC)c(N/C(C)=C/C(=O)c2ccc(Br)cc2)c1	-2	-2.1	-6	-1	-1.0	5	-27	-5	5
CC1CCCCN1CCCNc1ccc(C(CC(N)=O)NC(=O)c2ccccc2)cc1[N+](=O)[O-] (configuration not stated)	-13	0.2	5	2	1.0	3	6	0	1
COc1ccc(OC)c(N(CC(=O)NCc2ccccn2)S(C)(=O)=O)c1	0	-2.6	-8	6	-3.5	1	28	0	7
COc1ccc(C2=Nn3c(nnc3-c3ccncc3)SC2)cc1OC	2	0.6	-22	2	64*	-22	9	-2	2
CCOc1ccc(Br)cc1S(=O)(=O)Nc1cccc(S(=O)(=O)N(CC)CC)c1	-1	-2.5	-21	3	-2.8	1	-16	-10	5
O=C(CCSc1ccccc1)NCC1CCCO1 (configuration not stated)	0	-5.5	-2	-2	-3.5	3	10	0	4
COc1ccc2nc(C)cc(SCC(=O)Nc3c(C)cc(C)cc3C)c2c1	-1	-2.4	3	-1	-8.4	3	6	-6	-4
CN(C(=O)COC(=O)c1cccnc1Nc1ccccc1F)C1CCS(=O)(=O)C1 (configuration not stated)	5	-2.8	-14	1	1.2	-10	1	-4	0
Cc1ccc2cc(-c3noc(C4CCCCC4)n3)c(=O)[nH]c2c1	-4	-1.4	-4	-2	0.7	-8	-9	12	3
O=C(c1cc(C2CC2)on1)N1CCN(c2ccc(F)cc2)CC1	4	-1.8	-14	-4	-3.7	-1	-4	9	8
C[C@@H]1O[C@@H](Oc2c(-c3cc(O)c(O)c(O)c3)oc3cc(O)cc(O)c3c2=O)[C@H](O)[C@H](O)[C@H]1O	46*	-1.8	0	6	-1.1	2	17	11	-3
Clc1ccc(C2=NOC(c3nnc(-c4ccccc4)o3)C2)cc1 (configuration not stated)	·	·	·	0	·	-4	4	·	2
S=C1NC2(CCCC2)Nc2ccccc21	3	-4.3	8	2	-4.7	-9	6	2	9
Cc1ccc(N/C(N)=N/c2nc3c(c(=O)[nH]2)CCCC3)c(C)c1	-3	5.0*	-3	-3	-1.4	-3	3	-3	2
COc1ccc(OC)c2nc(-c3ccncc3)ccc12	-4	-2.7	-18	2	0.4	-14	22	-9	-1
CCOC(=O)C1CCCN(Cc2cc(=O)oc3cc(C)c(C)cc23)C1 (configuration not stated)	1	-2.5	-20	7	0.1	4	12	-5	0
CC(C)C[C@H](NC(=O)N1CCn2c1nc1ccccc12)C(=O)NCc1ccco1	8	-1.2	-30	-2	-2.1	-12	9	14	-2
Cc1c(CBr)[n+](=O)c2c(n1[O-])C(Br)CCC2Br (configuration not stated)	15	-4.1	9	3	-1.6	5	29	5	-6
O=C(CSc1n[nH]c(-c2ccc(S(=O)(=O)N3CCCCC3)cc2)n1)Nc1nccs1	0	-2.3	-10	-1	-4.7	3	9	-32	-6
S=c1[nH]nc(COc2ccccc2)n1Cc1ccccc1	27	-2.2	-24	10	0.5	-14	18	7	-7
Cc1cccc(NC(=S)NCCCN2CCOCC2)c1	-4	-2.0	2	3	0.7	4	2	3	-3
Going on with the list.
SMILES	PfM18AAP inh	IMP-1 inhibitor	DNA FID counter	IDE inh	VIM-2 inhibitor	pCIP destab	SUMO HTRF inh	NS3 helicase inh	IDE cell activ
Cc1ccc(/C=N/NC(=O)CSc2nc3ccccc3c(=O)n2-c2ccccc2)s1	-2	-1.3	-6	-1	-1.5	4	26	0	0
c1ccc(N2CCN(c3ccc4nncn4n3)CC2)nc1	5	-4.8	-4	1	-4.8	-5	1	4	6
O=C(C1=C[C@H](c2ccc(C(F)(F)F)cc2)C[C@H](OCCCCO)O1)N1CCN(Cc2ccc3c(c2)OCO3)CC1	3	-3.1	-26	4	-3.8	-7	-5	-18	0
CC(C)(C)c1ccc(OCc2ccc(C(=O)N/N=C/c3ccc(O)c(O)c3)cc2)cc1	36*	-3.6	-6	-3	-4.1	2	-30	9	6
CCN(C(=O)CSc1nnc2nc(C)cc(C)n12)c1ccccc1	-6	-0.5	-16	-2	2.0	-6	12	1	5
CCCC(=O)C1=C(N(C)c2ccccc2)CC(C)(C)CC1=O	2	-2.0	-9	-2	0.8	34	1	5	1
CCOCC(=O)Nc1cc(OC)c(Cl)cc1OC	3	-0.4	-3	-4	-3.6	-4	6	4	-5
COc1cccc(N2C(=NC(=O)COc3ccccc3)SC3CS(=O)(=O)CC32)c1 (configuration not stated)	2	-1.1	-23	-3	-3.0	0	5	1	-4
C/C(=N\NC(=O)CSc1nc(C)cc(C)n1)c1cccs1	-54	-3.6	-9	-2	-6.5	7	13	-1	2
S=C(NCCc1ccccc1)Nc1cccc2cnccc12	3	-2.7	2	3	-4.1	-32	29	-7	2

Complete entries, quoted from the list. Screens in order: PfM18AAP inh | IMP-1 inhibitor | DNA FID counter | IDE inh | VIM-2 inhibitor | pCIP destab | SUMO HTRF inh | NS3 helicase inh | IDE cell activ
C/C(=N\NC(=O)CSc1nc(C)cc(C)n1)c1cccs1 across the screens: -54 | -3.6 | -9 | -2 | -6.5 | 7 | 13 | -1 | 2
COc1cccc(N2C(=NC(=O)COc3ccccc3)SC3CS(=O)(=O)CC32)c1 (configuration not stated) across the screens: 2 | -1.1 | -23 | -3 | -3.0 | 0 | 5 | 1 | -4
CCCC(=O)C1=C(N(C)c2ccccc2)CC(C)(C)CC1=O across the screens: 2 | -2.0 | -9 | -2 | 0.8 | 34 | 1 | 5 | 1
CCN(C(=O)CSc1nnc2nc(C)cc(C)n12)c1ccccc1 across the screens: -6 | -0.5 | -16 | -2 | 2.0 | -6 | 12 | 1 | 5
